NPR2 activator: GC-B (human) receptor activation. P20594. HEK293-GC-B cells, CNP EC30, cGMP TR-FRET; 0% at EC30 CNP, 100% saturating CNP. activation, % at 10 µM. actives 0.11% (n = 370,000). AID 1920062;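 active means activation at 10 µM reaching about 35% in either raw or pattern-adjusted values, limit read from the data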
HTRA1 inhibitor: inhibitors of human serine peptidase HTRA1; Q92743; inhibition, % at 5.96 µM; actives 0.5% (n = 340,000); AID 504803; recombinant HTRA1, FP-rhodamine activity-based probe, fluorescence polarization; in the data active means inhibition above about 36%;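 further: 0% = enzyme with DMSO and 100% = wells lacking enzyme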
SIAE primary: human SIAE inhibition, primary screen; SIAE FP-Rh probe binding, fluorescence polarization; inhibition, % at 9.66 µM; actives 0.69% (n = 370,000); Q9HAT2; AID 1053197;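 active means inhibition above a cutoff: mean of compounds within the control limits plus 3 SD of those, cut at about 17% in these data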;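 further: 0% = plate median of compound wells and 100% = probe without SIAE protein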
mABHD4 FP: ABHD4 (mouse) inhibition, primary FP screen; AID 720543; inhibition, % at 8.92 µM; purified mABHD4, FP-Rh probe fluorescence polarization; actives 0.54% (n = 370,000); Q8VD66;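 active means inhibition exceeding the mean over every tested compound plus 3 SD, cut at about 30% in these data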;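 further: 0% = plate median of compound wells and 100% = S159A mutant with DMSO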
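Test system: mouse ABHD4 enzyme, wild type. Reagent: FP-Rh fluorescent activity-based probe, added after compound pre-incubation. Timing: pre-incubation 45 min, probe exposure 60 min, at 25 °C. Technique: FP readout, ex 525 nm / em 598 nm. Benchmarks: high control S159A mutant with DMSO, low control median of compound wells.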
TDP2 inh: blocks human TDP2 phosphodiesterase activity | O95551 | recombinant TDP2, T5PNP hydrolysis, p-nitrophenol absorbance 415 nm | inhibition, % at 12.8 µM | actives 0.34% (n = 370,000);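 active means inhibition above the mean of all tested compounds plus 3 SD, set per campaign, cut at about 25% in these data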;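 further: 0% = DMSO with enzyme and 100% = buffer with substrate but no TDP2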
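System – recombinant human TDP2 · Quantity – TDP2 enzyme at 120 nM final · Doses – single concentration, 12.8 µM nominal, with 1% DMSO · Incubation – 2 h at 37 °C · Measured by – epi absorbance of p-nitrophenol freed from T5PNP by hydrolysis · Read-out – % inhibition relative to enzyme-containing and enzyme-free wells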
TCR CD3 inh: inhibitors of human TCR-CD3 interaction; actives 0.37% (n = 360,000); AID 651800; TAMRA-labeled TCR probe fluorescence, biochemical; inhibition, % at 9.4 µM; in the data active means inhibition above about 19%;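 further: recombinant mutant TCR 2C K166C tagged with TAMRA read by polarization; 0% = receptor in buffer alone and 100% = receptor with positive control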
LEDGF integ inh: blocks HIV-1 LEDGF/p75-dependent DNA integration; TR-FRET IN-LEDGF/p75 DNA integration, Eu/Cy5; inhibition, % at 3.7 µM; actives 0.64% (n = 370,000);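 active means inhibition above the screen-wide mean plus 3 SD, cut at about 13% in these data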;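 further: signal is the Cy5 over europium emission ratio at 671 and 618 nm; 0% = plate median of compound wells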
PRMT1 inh: inhibitors of human PRMT1. inhibition, % at 2.79 µM. recombinant PRMT1, activity-based probe fluorescence polarization. Q99873. actives 1.3% (n = 370,000). AID 652257;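 active means inhibition above about 21% made by adding two undisclosed values, limit read from the data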
Target sequence (Q99873 whole entry, looked up): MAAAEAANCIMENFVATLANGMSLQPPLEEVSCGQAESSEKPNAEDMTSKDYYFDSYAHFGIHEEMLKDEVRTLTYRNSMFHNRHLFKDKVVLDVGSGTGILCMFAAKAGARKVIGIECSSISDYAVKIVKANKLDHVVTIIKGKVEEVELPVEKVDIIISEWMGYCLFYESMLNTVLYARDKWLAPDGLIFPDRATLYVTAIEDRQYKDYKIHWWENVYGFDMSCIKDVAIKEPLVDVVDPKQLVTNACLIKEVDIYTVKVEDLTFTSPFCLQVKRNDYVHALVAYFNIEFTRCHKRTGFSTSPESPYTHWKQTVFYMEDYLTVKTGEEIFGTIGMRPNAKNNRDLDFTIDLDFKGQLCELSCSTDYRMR
rCAG RNA binder: binds r(CAG) RNA repeats | actives 1.3% (n = 370,000) | r(CAG) RNA repeat, TO-PRO-1 dye displacement fluorescence | inhibition, % at 3 µM;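 active means inhibition above the plate cutoff, the mean of all test compounds on that plate plus 3 SD, cut at about 35% in these data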;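 further: 0% = DMSO alone and 100% = 100 µM mitoxantrone as full dye displacement; higher means more dye released from RNA so lower well fluorescence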
MBD2 DNA inh: inhibitors of human MBD2 binding to methylated oligonucleotide | TR-FRET | inhibition, % at 4.4 µM | actives 0.31% (n = 370,000); in the data active means inhibition above about 13%
Target sequence (Q9UBB5 whole entry, looked up): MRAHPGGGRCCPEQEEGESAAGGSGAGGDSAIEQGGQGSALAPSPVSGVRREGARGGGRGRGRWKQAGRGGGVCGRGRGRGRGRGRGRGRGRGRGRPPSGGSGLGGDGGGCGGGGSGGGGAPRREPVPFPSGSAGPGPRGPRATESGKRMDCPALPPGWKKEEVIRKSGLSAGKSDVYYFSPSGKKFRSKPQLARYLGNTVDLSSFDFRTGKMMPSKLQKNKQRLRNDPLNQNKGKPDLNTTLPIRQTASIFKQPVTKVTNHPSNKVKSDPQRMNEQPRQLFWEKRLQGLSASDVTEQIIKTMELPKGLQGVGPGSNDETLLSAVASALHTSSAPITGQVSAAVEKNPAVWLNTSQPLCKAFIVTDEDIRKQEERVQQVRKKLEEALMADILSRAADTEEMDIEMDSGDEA
* marks the source's active call; other numbers are inactive results; · = not tested or not shown. Some of the compounds tested; rates above refer to the full screens.

compound	NPR2 activator	HTRA1 inhibitor	SIAE primary	mABHD4 FP	TDP2 inh	TCR CD3 inh	LEDGF integ inh	PRMT1 inh	rCAG RNA binder	MBD2 DNA inh
O=S(=O)(NCCc1cn2ccccc2n1)c1ccc(F)c(C(F)(F)F)c1	0	7	-4	6	4	-5	-4	7	0	0
Cc1csc(SCC(=O)Nc2ncc(Cl)c(C)c2Cl)n1	-1	2	2	8	-7	3	2	2	-1	-3
CSCCC(NC(=O)c1ccccc1)C(=O)N(C)CC(=O)Nc1ccc(N2CCOCC2)cc1 (centres undefined)	8	2	5	7	2	-6	-3	2	-7	5
CC(C)(C)C(=O)NC(=S)NCCc1ccccc1	5	-1	-4	-12	7	-6	1	3	-2	3
CCCn1c(C)cc(C(=O)CN2C(=O)c3ccccc3S2(=O)=O)c1C	6	-4	2	10	12	-1	-2	1	-2	4
O=C(NCC1CCCO1)C1CC(=O)N(c2ccc(F)c(Cl)c2)C1 (centres undefined)	-8	2	4	0	1	7	3	-7	0	-2
O=C(c1cccnc1)N1CCN(c2ccc3ccccc3n2)CC1	-1	4	5	4	0	-6	-6	3	-4	-1
CCOC(=O)C1(C)CCCN(C(=O)c2cc(C)on2)C1 (centres undefined)	-1	·	-5	6	0	-4	-4	5	1	1
O=C(CO/N=C/c1cccc([N+](=O)[O-])c1)Nc1ccc2ccccc2c1	-1	-28	-1	-13	-11	0	0	2	11	-7
COc1ccc(CNCC(O)COc2ccc(C(C)(C)c3ccccc3)cc2)cc1 (centres undefined)	6	-49	8	17	0	-1	6	-2	-3	4
CCOc1ccccc1C(=O)Nc1ccc(S(=O)(=O)N2CCOCC2)cc1	-2	-6	-2	-2	-4	-1	2	-1	0	3
CCC1Nc2ncnc(N3CCOCC3)c2N(Cc2ccccc2)C1=O (centres undefined)	3	10	5	8	0	-4	-1	1	1	2
Cc1ccc(NC(=O)C2CCN(S(=O)(=O)c3ccc4c(c3)CCCC(=O)N4)CC2)cc1N(C)C	2	-2	-1	4	1	7	2	3	8	-5
Cc1cc(Cl)c2oc(C(=O)N3CCCCC3CCN3CCCC3=O)c(C)c2c1 (centres undefined)	9	-5	-4	4	-1	5	3	-1	-7	2
CCNC(=S)NNC(=O)c1cc(CC(C)C)nc2ccccc12	7	-4	0	3	-13	8	-3	-1	4	-4
CC(=O)c1cccc(NC(=O)NCCc2ccc(Cl)cc2)c1	2	-9	2	-4	1	-1	-4	-2	-2	0
CCCc1cc(=O)[nH]c(SCC(=O)Nc2ccccc2C#N)n1	-3	5	1	-4	5	5	2	-3	2	-2
O=C(NCCc1c[nH]c2ccccc12)OCc1cn(Cc2cccc(C(F)(F)F)c2)nn1	-6	·	-3	-4	10	·	3	-2	1	-1
CCN1C(=O)[C@H]2[C@@H](c3ccc(-c4ccc(Cl)c(Cl)c4)c(OC)c3)N[C@@](Cc3ccccc3)(C(=O)OC)[C@H]2C1=O	-3	0	-15	1	9	0	-1	1	7	-2
CC(C)C(c1nnnn1Cc1ccc(F)cc1)N1CCN(C2CCCC2)CC1 (centres undefined)	3	18	0	1	4	-3	-1	2	-9	3
CC(OC(=O)c1ccc(-c2ccc(O)cc2)cc1)C(=O)NC1CCCCC1C (centres undefined)	-2	-19	2	-24	-9	1	-3	4	8	8
O=C(NCc1ccco1)c1ccc2c(=O)n(Cc3ccco3)c(SCC(=O)N3CCCC3)nc2c1	-4	-12	-7	3	-14	17	2	9	2	0
COc1cccc(-c2cnc(C(O)c3ccc(OC)c(F)c3)[nH]2)c1 (centres undefined)	-1	·	5	2	-4	-4	-5	3	2	2
O=C(CN1C(=O)c2ccccc2S1(=O)=O)Nc1ccc(S(=O)(=O)Nc2ncccn2)cc1	1	1	2	4	-2	3	2	-2	3	2
CO/N=C(/c1nonc1N)N1CCN(c2ccc([N+](=O)[O-])cc2)CC1	0	-8	3	-4	-3	12	0	0	3	1
O=C1COc2ccc(S(=O)(=O)N3CCCC3)cc2N1	1	2	-2	0	3	0	2	-2	1	1
Cc1ccc(OCCNC(=O)CCNS(=O)(=O)c2ccc(C)cc2)cc1	1	-9	-1	-1	0	-3	-4	3	-4	1
CC(C)(C)n1ncc2c(=O)n(Cc3ccc(Cl)cc3)cnc21	·	-11	-8	-5	1	-3	3	3	-7	-5
O=C(CN1C(=O)c2cccnc2Oc2ccc(Cl)cc21)NC1CCCCCC1	-8	-3	-4	-15	-7	-12	-2	4	-3	6
CCN(CC(=O)Nc1ccccc1C(F)(F)F)C(=O)CCc1ccccc1	2	3	-5	3	16	2	-2	0	-2	1

For reference, eleven of the compounds above:
compound	NPR2 activator	HTRA1 inhibitor	SIAE primary	mABHD4 FP	TDP2 inh	TCR CD3 inh	LEDGF integ inh	PRMT1 inh	rCAG RNA binder	MBD2 DNA inh
CC(C)C(c1nnnn1Cc1ccc(F)cc1)N1CCN(C2CCCC2)CC1 (centres undefined)	3	18	0	1	4	-3	-1	2	-9	3
CC(OC(=O)c1ccc(-c2ccc(O)cc2)cc1)C(=O)NC1CCCCC1C (centres undefined)	-2	-19	2	-24	-9	1	-3	4	8	8
O=C(NCc1ccco1)c1ccc2c(=O)n(Cc3ccco3)c(SCC(=O)N3CCCC3)nc2c1	-4	-12	-7	3	-14	17	2	9	2	0
COc1cccc(-c2cnc(C(O)c3ccc(OC)c(F)c3)[nH]2)c1 (centres undefined)	-1	·	5	2	-4	-4	-5	3	2	2
O=C(CN1C(=O)c2ccccc2S1(=O)=O)Nc1ccc(S(=O)(=O)Nc2ncccn2)cc1	1	1	2	4	-2	3	2	-2	3	2
CO/N=C(/c1nonc1N)N1CCN(c2ccc([N+](=O)[O-])cc2)CC1	0	-8	3	-4	-3	12	0	0	3	1
O=C1COc2ccc(S(=O)(=O)N3CCCC3)cc2N1	1	2	-2	0	3	0	2	-2	1	1
Cc1ccc(OCCNC(=O)CCNS(=O)(=O)c2ccc(C)cc2)cc1	1	-9	-1	-1	0	-3	-4	3	-4	1
CC(C)(C)n1ncc2c(=O)n(Cc3ccc(Cl)cc3)cnc21	·	-11	-8	-5	1	-3	3	3	-7	-5
O=C(CN1C(=O)c2cccnc2Oc2ccc(Cl)cc21)NC1CCCCCC1	-8	-3	-4	-15	-7	-12	-2	4	-3	6
CCN(CC(=O)Nc1ccccc1C(F)(F)F)C(=O)CCc1ccccc1	2	3	-5	3	16	2	-2	0	-2	1

The listing continues:
compound	NPR2 activator	HTRA1 inhibitor	SIAE primary	mABHD4 FP	TDP2 inh	TCR CD3 inh	LEDGF integ inh	PRMT1 inh	rCAG RNA binder	MBD2 DNA inh
Cc1ccc(NC(=O)C2COc3ccccc3O2)cc1S(=O)(=O)N1CCOCC1 (centres undefined)	1	-4	2	-5	-5	3	4	3	4	-1
COC(=O)c1cc(NC(=O)c2ccco2)ccc1N1CCOCC1	2	2	-1	-1	-1	3	2	-3	-2	-5
Cc1c(N)cccc1-n1cnnn1	5	8	-3	1	8	-3	3	1	-1	4
O=C(CN(C(=O)c1csnn1)c1ccc(F)cc1)NCc1ccc(F)cc1	-2	-4	0	-3	9	5	2	-8	-1	-5
COc1ccc(NC(=O)c2cc(-c3ccc(F)cc3C)n[nH]2)cc1OC	-1	·	0	5	-8	-7	-3	3	4	0
COc1ccc(C2=NNC(c3cccnc3)=Nc3ccccc32)cc1	-7	-6	11	-6	0	-1	1	0	4	-2
CCOC(=O)c1sc(NC(=O)CSc2ncn(-c3ccccc3)n2)nc1C	-3	-11	-2	7	11	3	0	0	4	1
CCOC(=O)CN1NC2(CCC(C(C)(C)C)CC2)NC1=S (centres undefined)	4	-1	-1	3	-16	2	-2	13	-3	-2
Cn1c(=O)oc2cc(S(=O)(=O)N3CCN(c4ccc(F)cc4)CC3)ccc21	-2	0	-10	6	0	-1	-1	-1	2	2
COc1ccc2c(c1)c(C(O)CN1CCC(Cc3ccccc3)CC1)c(C)n2C (centres undefined)	-8	-5	8	5	0	-7	2	-2	4	1
CCCCOc1cccc(C(=O)Nc2ccc(N3CCN(CC)CC3)cc2)c1	1	7	3	-1	-8	-5	-1	0	-4	-7
O=C(CCCC(=O)N(CC(=O)NC1CCCC1)Cc1ccc(F)cc1)Nc1ccccn1	2	2	-1	4	-4	3	-3	-3	-6	-4
N#Cc1ccc(S(=O)(=O)NC2CCCCNC2=O)cc1 (centres undefined)	1	3	2	0	7	6	-1	2	0	-1
COc1ccccc1C(=O)Nc1ccnn1C1CCN(C(=O)c2ccoc2C)CC1	2	4	3	0	1	-3	-2	5	1	1
COc1cccc(N2CC(C(=O)Oc3ccc4ccccc4c3)CC2=O)c1 (centres undefined)	-13	5	2	0	7	2	-4	3	-2	1
CC(=O)c1cccc(NC(=O)C(C)Sc2nnc3ccccn23)c1 (centres undefined)	0	1	2	1	7	-10	2	-4	1	-4
O=C(NC(=S)NCCN1CCOCC1)c1ccc(F)cc1	3	2	-4	-9	3	-3	0	4	-1	6
